Rev-erbA mod – modulators of human Rev-erb alpha DNA binding. Rev-erbα–FITC-DNA binding, fluorescence polarization, 90 min. 370,000 compounds, 0.79% hits. P20393. AID 1259318. activity, % at 10 µM;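 active = activity above about 14%, limit read from the data; passing the limit was not always enough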;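 also: 0% = DMSO wells with 35 nM protein and 100% = DMSO wells with 750 nM protein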
PRMT1 inh – blocks human protein arginine methyltransferase 1; Q99873; recombinant PRMT1, activity-based probe fluorescence polarization; inhibition, % at 2.79 µM; 370,000 compounds, 1.3% hits; AID 652257;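 active = inhibition above about 21% made by adding two undisclosed values, limit read from the data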
PG9 binder – PG9 antibody binding by small molecule | 360,000 compounds, 0.43% hits | TR-FRET gp120-PG9 antibody binding | inhibition, % at 6.7 µM; in the data active = inhibition above about 8.5%
UHRF1 binding – human UHRF1 methylated DNA binding inhibitors | Q96T88 | UHRF1 binding to methylated oligo, TR-FRET | inhibition, % at 4.4 µM | 370,000 compounds, 0.75% hits; in the data active = inhibition above about 21%;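 also: UHRF1 SRA domain binding a hemimethylated CpG hairpin DNA probe; 0% = median of test compound wells and 100% = reference inhibitor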
Target sequence (Q96T88 whole entry, looked up, the tested form may be a part): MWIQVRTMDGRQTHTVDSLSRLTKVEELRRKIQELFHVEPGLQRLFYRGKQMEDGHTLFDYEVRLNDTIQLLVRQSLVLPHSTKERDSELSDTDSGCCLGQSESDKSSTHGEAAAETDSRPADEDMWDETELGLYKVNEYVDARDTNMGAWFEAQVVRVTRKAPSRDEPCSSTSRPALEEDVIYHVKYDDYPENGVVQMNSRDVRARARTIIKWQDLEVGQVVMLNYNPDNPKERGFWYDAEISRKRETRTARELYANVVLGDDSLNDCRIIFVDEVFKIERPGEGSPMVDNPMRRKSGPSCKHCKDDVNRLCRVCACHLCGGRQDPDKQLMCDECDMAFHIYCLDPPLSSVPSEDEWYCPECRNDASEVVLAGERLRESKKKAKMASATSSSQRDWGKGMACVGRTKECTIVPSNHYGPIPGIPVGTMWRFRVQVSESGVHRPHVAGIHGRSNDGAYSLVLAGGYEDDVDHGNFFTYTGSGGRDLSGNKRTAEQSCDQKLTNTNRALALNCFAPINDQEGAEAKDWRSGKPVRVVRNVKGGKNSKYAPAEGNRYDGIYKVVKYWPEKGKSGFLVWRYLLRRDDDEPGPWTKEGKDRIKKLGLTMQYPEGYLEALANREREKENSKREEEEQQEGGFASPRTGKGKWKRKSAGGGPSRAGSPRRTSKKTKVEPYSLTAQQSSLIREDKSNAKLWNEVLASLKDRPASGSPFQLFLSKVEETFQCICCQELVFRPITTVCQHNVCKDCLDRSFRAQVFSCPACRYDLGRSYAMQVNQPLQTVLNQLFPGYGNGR
LEDGF integ inh – blocks HIV-1 LEDGF/p75-dependent DNA integration; AID 743269; inhibition, % at 3.7 µM; TR-FRET IN-LEDGF/p75 DNA integration, Eu/Cy5; 370,000 compounds, 0.64% hits;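 active = inhibition above the screen-wide mean plus 3 SD, cut at about 13% in these data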;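 also: signal is the Cy5 over europium emission ratio at 671 and 618 nm; 0% = plate median of compound wells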
MBD2 DNA inh – MBD2-methylated oligo binding inhibition. Q9UBB5. TR-FRET, MBD2 binding to methylated oligonucleotide. inhibition, % at 4.4 µM. 370,000 compounds, 0.31% hits; in the data active = inhibition above about 13%
ABHD4 inh – inhibits mouse alpha/beta hydrolase domain 4; 370,000 compounds, 0.54% hits; inhibition, % at 8.92 µM; purified mABHD4, FP-Rh probe fluorescence polarization; Q8VD66;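 active = inhibition exceeding the mean over every tested compound plus 3 SD, cut at about 30% in these data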;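 also: 0% = plate median of compound wells and 100% = S159A mutant with DMSO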
Target sequence (Q8VD66 whole entry, looked up, the tested form may be a part): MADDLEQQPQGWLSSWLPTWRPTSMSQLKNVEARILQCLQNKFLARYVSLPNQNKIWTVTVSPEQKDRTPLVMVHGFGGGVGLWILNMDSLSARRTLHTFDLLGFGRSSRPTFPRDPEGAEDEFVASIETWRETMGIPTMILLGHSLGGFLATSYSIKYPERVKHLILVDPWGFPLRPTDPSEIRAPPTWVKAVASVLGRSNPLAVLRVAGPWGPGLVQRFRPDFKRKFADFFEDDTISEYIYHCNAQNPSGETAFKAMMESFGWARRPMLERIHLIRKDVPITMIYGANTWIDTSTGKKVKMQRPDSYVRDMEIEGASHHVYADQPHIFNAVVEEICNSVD
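Assay system: Wild-type mouse ABHD4 protein | Medium: HEPES pH 7.0 buffer, 150 mM NaCl, 0.01% Pluronic F-127 | Incubation: Enzyme–compound pre-incubation 45 min, then probe 60 min, both 25 °C | Technique: Fluorescence polarization with parallel and perpendicular emission, 525/598 nm | Evaluation: % inhibition of FP-Rh probe binding versus controls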
rCAG RNA binder – r(CAG) repeat RNA binding; TO-PRO-1 dye displacement fluorescence; AID 651821; inhibition, % at 3 µM; 370,000 compounds, 1.3% hits;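 active = inhibition above the plate cutoff, the mean of all test compounds on that plate plus 3 SD, cut at about 35% in these data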;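 also: 0% = DMSO alone and 100% = 100 µM mitoxantrone as full dye displacement; higher means more dye released from RNA so lower well fluorescence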
HTRA1 inhibitor – HTRA1 (human) protease inhibition; recombinant HTRA1, FP-rhodamine activity-based probe, fluorescence polarization; inhibition, % at 5.96 µM; 340,000 compounds, 0.5% hits; in the data active = inhibition above about 36%;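 also: 0% = enzyme with DMSO and 100% = wells lacking enzyme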
TCR-CD3 inh – inhibitors of human TCR-CD3 interaction; TAMRA-labeled TCR probe fluorescence, biochemical; inhibition, % at 9.4 µM; 360,000 compounds, 0.37% hits; in the data active = inhibition above about 19%;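 also: recombinant mutant TCR 2C K166C tagged with TAMRA read by polarization; 0% = receptor in buffer alone and 100% = receptor with positive control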
* marks the source's active call; other numbers are inactive results; / = no result given. The list is partial. The share of hits here may be higher or lower than overall.

SMILES	Rev-erbA mod	PRMT1 inh	PG9 binder	UHRF1 binding	LEDGF integ inh	MBD2 DNA inh	ABHD4 inh	rCAG RNA binder	HTRA1 inhibitor	TCR-CD3 inh
Nc1ccc(S(=O)(=O)Nc2nccc(/C=C/c3ccc(Cl)cc3Cl)n2)cc1	2	-2	-1.3	1	-4	2	-4	12	2	-5
COc1ccc(Cc2nnc(NC(=O)C3CCCO3)s2)cc1OC (configuration not stated)	-3	0	-1.2	-1	-1	2	5	0	4	0
N#CC[n+]1cc(-c2ccc(Cl)cc2)n2c1CCC2	-1	0	2.8	1	3	-5	0	-2	-2	-1
Cc1cc(C(=O)C(C)Cl)c(C)n1Cc1ccco1 (configuration not stated)	-16	2	1.4	-2	0	-4	7	6	7	5
CCCN1CCN(C(=O)CN2C(=O)CC(C)(C)S(=O)(=O)c3ccccc32)CC1	-4	1	-0.4	2	4	5	-3	-3	3	-2
COc1ccc(-c2csc(NC3OC(=O)c4c3ccc(OC)c4OC)n2)cc1OC (configuration not stated)	2	1	-1.8	0	-4	0	3	1	-1	7
CCCS(=O)(=O)N1CCCC(c2nc(-c3cccc(OC)c3)no2)C1 (configuration not stated)	-1	4	1.0	-1	-1	10	9	-6	4	0
CC(NC(=O)Cc1cccs1)c1ccc2c(c1)OCO2 (configuration not stated)	-2	5	0.0	5	-4	5	6	-3	7	-6
CCN=C1SC(CC(=O)Nc2ccc(N3CCOCC3)cc2)C(=O)N1CC (configuration not stated)	0	-5	0.0	-2	1	-3	1	1	0	-7
O=C(Cc1ccc(S(=O)(=O)N2CCOCC2)s1)N1CCN(S(=O)(=O)c2ccccc2[N+](=O)[O-])CC1	3	-1	1.2	-3	1	2	-3	6	-6	-5
COc1ccc(/C=N\NC(=O)c2ccccc2Cl)cc1COc1c(F)c(F)c(F)c(F)c1F	11	-2	-2.2	2	-3	13	-41	2	-53	-4
Cc1c(CNC2CCCC(C)C2C)c(C(=O)O)c(C)n1Cc1ccccc1 (configuration not stated)	-4	-1	0.7	-2	3	-6	3	0	2	5
O=C(Nc1ccc(F)cc1)c1ccc(C(=O)N2CCOCC2)cc1	1	0	-0.2	0	1	4	-2	-3	10	3
CCOc1ccc(-n2c(SCC(=O)N3CCc4ccccc43)nnc2-c2c[nH]c3ccccc23)cc1	93*	0	-0.3	0	0	-6	1	3	3	0
NC(=O)c1c(NC(=O)CN2C(=O)NC(Cc3ccccc3)C2=O)sc2c1CCC2 (configuration not stated)	2	1	-1.3	1	0	1	2	19	-11	3
COC(=O)c1cc(S(=O)(=O)N2CCN(c3ccccc3)CC2)c[nH]1	-4	-3	0.1	-3	-1	-5	0	2	1	5
O=C(NCCc1ccccc1)c1cccc2c1C(=O)c1ccc(N3CCOCC3)cc1S2(=O)=O	19	-2	5.1	1	-2	-7	3	-3	-7	6
CCOC(=O)CN1C(=O)S/C(=C/c2ccc(C)o2)C1=O	-2	14	-0.5	-2	3	-1	13	9	0	-3
O=C(COC(=O)CNS(=O)(=O)c1cccc(F)c1)NCCc1ccccc1	2	0	-2.8	3	5	2	-1	1	1	3
Cc1ccc(-c2nc(C(=O)NCCCN3CCOCC3)cc3c2[nH]c2ccccc23)cc1	2	-5	1.5	-3	-1	-1	-3	16	-65	-5
CCN(CC)C(=O)Oc1ccc2c(=O)c(-c3ccc(OC)cc3)coc2c1	-6	-3	0.5	-1	0	3	-19	-8	-7	0
CCCCNC(=O)c1cc(-c2ccc(OC)c(OC)c2)on1	-2	-1	-2.3	-3	3	0	-5	-1	-6	3
CCOC(=O)CN1C(=O)C(=O)N(Cc2cccc(C)c2)C1=O	4	1	0.7	4	0	6	2	-3	4	-5
COc1ccccc1C1=CC(=O)CCC1	3	2	0.2	-1	-1	0	2	1	0	3
CCc1ccc(C(=O)Nc2cc(C)on2)o1	-4	-3	0.8	-2	1	1	-4	1	-2	2

Reformatted: results already given.
SMILES | Rev-erbA mod | PRMT1 inh | PG9 binder | UHRF1 binding | LEDGF integ inh | MBD2 DNA inh | ABHD4 inh | rCAG RNA binder | HTRA1 inhibitor | TCR-CD3 inh
COc1ccc(-c2csc(NC3OC(=O)c4c3ccc(OC)c4OC)n2)cc1OC (configuration not stated) | 2 | 1 | -1.8 | 0 | -4 | 0 | 3 | 1 | -1 | 7
Cc1ccc(-c2nc(C(=O)NCCCN3CCOCC3)cc3c2[nH]c2ccccc23)cc1 | 2 | -5 | 1.5 | -3 | -1 | -1 | -3 | 16 | -65 | -5

Further entries
SMILES	Rev-erbA mod	PRMT1 inh	PG9 binder	UHRF1 binding	LEDGF integ inh	MBD2 DNA inh	ABHD4 inh	rCAG RNA binder	HTRA1 inhibitor	TCR-CD3 inh
Cc1cc(C)c[n+](-c2[nH]c(=O)sc2/C=N/N=C(\N)[S-])c1	-3	0	-2.3	-7	-4	-4	-3	-2	-4	1
N#CC(C#N)=c1ccc2c(c1)NC1(CCCCC1)N=2	4	7	-72	-4	1	-27	-4	4	18	-33
CN(C1CCCCC1)S(=O)(=O)c1ccc(SCC(=O)C(C)(C)C)nc1	11	4	-0.9	-1	-3	1	7	-2	-11	3
CCOC(=O)c1c(C)[nH]c(N=Nc2cccc(OC)c2)c1C	2	-1	0.6	-1	2	-8	-7	2	-21	-3
Cn1cc(Cl)c(C(=O)Nc2nc3ccccc3s2)n1	2	2	-0.9	2	1	2	-4	6	-6	5
CCOc1ccccc1NC(=O)CSc1nnc(Cc2cccn2C)n1-c1ccc(F)cc1	-4	2	-3.9	-2	-2	3	4	3	-10	-2
COCCNC(=O)COC(=O)CSCc1nc2ccccc2s1	2	12	3.7	4	2	3	4	14	-1	-3
CN(C)S(=O)(=O)c1ccc(NC(=O)COC(=O)CC2CC3CCC2C3)cc1 (configuration not stated)	3	-1	0.2	9	3	-2	-13	5	-3	-2
CNC(=S)N(CCCO)Cc1cc2cc3c(cc2[nH]c1=O)OCO3	-2	4	-0.8	1	-3	3	2	5	3	-4
Cc1cc(NC(=O)c2cccc(Cl)c2)n[nH]1	2	2	-0.8	0	-1	-1	-1	-1	-2	-7
CCCC(=O)Nc1ccc2c(c1)C(=O)N(C)[C@H]1CC[C@@H](CC(=O)OC)O[C@@H]1CO2	4	4	/	0	3	-1	3	0	/	/
Cc1ccc(NC2CCCN(C(=O)c3ccnc(Cl)c3)C2)cc1C (configuration not stated)	-6	2	0.4	-4	0	2	4	-6	0	3
CCCCC(=O)N(Cc1ccc2c(c1)OCO2)Cc1nc2ccccc2c(=O)[nH]1	8	0	-0.5	-2	-1	-1	-6	-4	-2	5
O=C(NC1CC(=O)N(c2ccc(F)cc2)C1)C(=O)c1c[nH]c2ccccc12 (configuration not stated)	6	-4	-1.2	-2	-3	-4	-2	-4	-3	2
CCC1(CC)C(=O)NC(=O)NC1=S	-1	0	-0.7	3	3	-5	0	1	6	10
CCOC(=O)N1CCN(C(=S)NC(=O)c2cc(Br)ccc2Cl)CC1	3	-2	-1.5	20	3	2	2	2	5	-2
Cc1cccc(-n2cnc3cc(C(=O)NCCN4CCOCC4)ccc32)c1	1	6	0.6	4	-3	0	-5	3	9	-6
COC(=O)C1=C(C)NC2=C(C(=O)CCC2)C1c1coc2ccccc2c1=O (configuration not stated)	5	-1	1.1	0	3	3	2	1	-7	2
O=C(Cn1nc(Cl)nc1Cl)c1ccccc1	-4	6	0.4	0	0	-3	-1	-2	1	-7
COc1cc(NC(=O)c2ccc(N3CCCC3=O)cc2)cc(OC)c1	-2	0	0.1	2	-5	7	9	-2	-3	-7
CC1CCCN(C(=O)CCNS(=O)(=O)c2ccc3c(c2)c(=O)n(C)c(=O)n3C)C1 (configuration not stated)	-1	5	-0.3	0	-3	-2	1	-3	-5	2
CCn1cc(C=O)c2cc(S(=O)(=O)N3CCOCC3)ccc21	2	0	-0.4	-2	4	0	2	3	2	5
Cc1ccc2nc(/C=C/c3cccc(F)c3)ccc2c1	1	2	-2.5	1	-3	2	-6	6	-23	-8
Cc1onc(-c2ccccc2Cl)c1NC(=O)NCc1cccs1	-3	0	1.3	1	0	-3	6	-1	11	8
O=C(NCc1ccccc1)C(=O)c1cn(CC(=O)N2CCOCC2)c2ccccc12	-4	7	-1.3	6	-1	6	-14	0	1	-3
(continued)
SMILES	Rev-erbA mod	PRMT1 inh	PG9 binder	UHRF1 binding	LEDGF integ inh	MBD2 DNA inh	ABHD4 inh	rCAG RNA binder	HTRA1 inhibitor	TCR-CD3 inh
COc1ccc(Cn2cc(CN3[C@H](CC(C)C)COc4cc(Br)ccc4S3(=O)=O)nn2)cc1	-2	-5	/	2	5	-5	-3	4	/	/
COCCNc1c2c(nc3ccccc13)CCC2	-3	-3	-0.8	0	-1	-2	-2	1	-2	2
FC(F)(F)c1cccc(NC(=S)NC(c2ccccc2)c2ccccc2)c1	1	-2	0.4	-4	-2	2	-62	2	-46	-3
O=C(Nc1cccc(C(F)(F)F)c1)C(Sc1n[nH]c(=O)[nH]c1=O)c1ccccc1 (configuration not stated)	-9	4	-0.2	4	-2	5	-13	39*	-118	-4
COc1cccc(C(c2c(N)n(C)c(=O)n(C)c2=O)C(C)[N+](=O)[O-])c1 (configuration not stated)	-4	-3	-0.3	4	7	2	2	0	-3	-5
Cn1nnnc1SCC1=C(C(=O)O)N2C(=O)C(NC(=O)Cn3nc(C(F)F)cc3C3CC3)C2SC1 (configuration not stated)	-2	24*	-2.8	0	-1	6	7	9	11	0
COc1ccc(/C=C/C(=O)Nc2ccc(C)cc2)cc1S(=O)(=O)N1CCOCC1	-1	5	1.3	16	-1	8	-9	9	-5	-11
NC(=O)CC(c1ccccc1)c1ccc2c(c1)OCO2 (configuration not stated)	4	2	-0.2	-1	2	2	0	-2	-5	1
COc1ccc(CNC(=O)CN(C(=O)CCC(=O)Nc2ccccn2)c2cc(C)ccc2C)cc1	6	0	1.3	4	-1	2	-10	-9	1	0
Cc1cc(C)nc(N/N=C/c2ccccc2OCc2ccc([N+](=O)[O-])cc2)n1	6	-3	-2.0	4	1	3	-7	2	-8	15
Cc1ccc(CCNC(=O)C2CCN(S(=O)(=O)c3c(C)nn(C)c3C)CC2)cc1	3	1	-2.0	-2	2	0	-1	-2	7	0
CCOC(=O)[C@@H]1[C@H]2COc3ccccc3[C@@H]2N2C(=O)N(c3ccc(F)cc3)C(=O)[C@@]12C	1	-1	-1.2	-3	0	-3	0	-3	-1	5
COc1ccc(Cn2ccc3ccc(-c4ccc5ccn(C(=O)c6ccccc6)c5c4)cc32)cc1	-15	-3	/	-4	-1	0	0	10	/	/
Cc1ccnc2nc(C(=O)OCC(=O)NC3CCC(C)CC3)nn12 (configuration not stated)	-6	5	-0.2	2	-6	2	1	-2	9	-5
COc1ccc(Oc2c(Cl)cnn(-c3ccc(Cl)c(Cl)c3)c2=O)cc1	1	-2	4.3	1	0	5	-1	-1	-1	-9
CSc1ccc(SC2CN(Cc3ccc(C)cc3)S(=O)(=O)C2)cc1 (configuration not stated)	25*	0	1.8	0	3	0	0	3	/	0
O=C(O)C(Cc1c[nH]c2ccccc12)NS(=O)(=O)c1cccc(Cl)c1Cl (configuration not stated)	1	8	0.2	-1	-2	-4	0	9	18	7
CCCc1nc([N+](=O)[O-])c(S(=O)(=O)c2ccccc2)n1CC(C)C	4	5	1.3	10	1	9	3	-7	7	-8
CCc1ccc(CCC(=O)Nc2ccc(C(C)=O)cc2)o1	-3	-2	-1.9	0	-3	-5	-5	-1	-1	-2
COc1cccc(-c2cnc(C(O)c3ccc(-c4ccccc4)cc3)[nH]2)c1 (configuration not stated)	5	-3	-1.6	0	2	2	-8	5	/	-4

High-throughput results deposited in PubChem by several laboratories.
